Source: PubChem BioAssay (several laboratories)
G6PDH CS = L. mesenteroides G6PDH inhibitors, counter-screen for G6PDH-coupled screening assays, biochemical, Leuconostoc mesenteroides enzyme. glucose-6-phosphate dehydrogenase [Leuconostoc mesenteroides]. Purified L. mesenteroides G6PDH, diaphorase/resazurin coupled fluorescence, 45 min. inhibition, % at 5 µM. 200,000 tested, 0.12% active; in the data active = inhibition above about 50%
Diaph act CS = compounds boosting diaphorase resazurin reduction – biochemical, uHTS, resorufin fluorescence, counter-screen for diaphorase-coupled primary assays, primary screen; Diaphorase/resazurin coupled assay, 16 min; stronger effect = higher value; 1 = vehicle wells, 0 = NADH-free wells; activation factor at 20 µM; 190,000 tested, 0.005% active; AID 1229, 2008;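 active = diaphorase activity raised at least twofold by the compound at 20 µM; inactive = activation factor below 2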
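Material: Clostridium kluyveri diaphorase, purified enzyme; Quantity: enzyme 0.07 U/mL final; Medium: HEPES pH 7.4 buffer with MgCl2 and Tween 20; Dosing: single compound dose of 20 µM, 1% DMSO final; Schedule: 16 min reaction at room temperature; Measured by: red resorufin fluorescence at 544/590 nm excitation/emission.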
APP 5'UTR act = activators of APP 5'UTR luciferase reporter, primary screen, SH-SY5Y cells | SH-SY5Y APP 5'UTR luciferase reporter, luminescence; zero percent = DMSO vehicle wells | activation, % at 2 µM | 190,000 tested, 1% active;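 active = activation above a set limit, based on mean plus 3 SD of controls, cut at about 140% in these data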; note: values of inactives mirror those of a sister screen read the other way
Diaphorase inh = diaphorase inhibitors and chemical oxidizers, primary screen, counter-screen for diaphorase-coupled primary assays, biochemical, uHTS, resorufin fluorescence; diaphorase resazurin-to-resorufin fluorescence, NADH, 16 min; bacterial (C. kluyveri) enzyme, not human; inhibition, % at 20 µM; 190,000 tested, 0.69% active;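 active = primary screen inhibition at 20 µM above a set limit, cut at about 50% in these data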;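 note: plate controls were DMSO with full reaction for no effect and wells lacking NADH for full effect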
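controls = No-NADH positive control and DMSO neutral control | system = Clostridium kluyveri diaphorase enzyme | timing = reaction incubation of 16 min at room temperature | signal = resorufin fluorescence 544/590 nm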
FLuc inhib CS = firefly luciferase enzyme inhibitors, primary screen, artefact control for luciferase-based inhibitor screens, biochemical, luminescence, ATPLite; Luciferin 4-monooxygenase (Photinus pyralis), P08659; 10 min; inhibition, % at 10 µM; 200,000 tested, 1.5% active;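 active = inhibition above about 50% when tested at 10 µM, limit read from the data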
APP 5UTR inh = inhibitors of APP translation via 5'UTR reporter, primary screen, APP 5'UTR luciferase, SH-SY5Y cells | SH-SY5Y APP 5'UTR-luciferase reporter, luminescence | inhibition, % at 2 µM | 190,000 tested, 0.82% active | AID 1285, 2008;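 active = inhibition above a set limit, derived from the sample mean plus 3 SD, cut at about 45% in these data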; note: values of inactives mirror those of a sister screen read the other way
STAT1 activator = STAT1 signaling activators, primary screen, cell-based, HTS, luciferase reporter. 200,000 tested, 2.6% active. NIH 3T3 STAT1-luciferase reporter, IFN-gamma, luminescence; 100% = IFN-gamma alone, no compound. AID 932, 2007. activation (% of control), % at 5.5 µM;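 active = activation above the screen-wide mean activation plus 3 SD, cut at about 130% in these data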;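 note: raw ratio to IFN-gamma control signal so 100% means no change and 0% no light; values of inactives mirror those of a sister screen read the other way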
NF-kB expr up = activators of NF-kB expression in neurons, primary screen, cell-based, HTS; human neuronal cells, NF-kB reporter expression; stronger effect = higher value; fold change at 12.5 µM; 190,000 tested, 1.6% active; AID 1239, 2008; in the data active = fold change above about 3.3
TLR4-MyD88 BLA = inhibitors of TLR4-MyD88 association in cells, primary screen, cell-based, HeLa CL3-4, BLA complementation, FRET ratio. Toll-like receptor 4 (Homo sapiens) + Myeloid differentiation primary response protein …. inhibition, % at 8.4 µM. 200,000 tested, 0.18% active. HeLa CL3-4 TLR4/MyD88 BLA complementation; in the data active = inhibition above about 25%;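 note: 0% = vehicle and 100% = reference inhibitor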
Target sequence (O00206 whole entry, looked up): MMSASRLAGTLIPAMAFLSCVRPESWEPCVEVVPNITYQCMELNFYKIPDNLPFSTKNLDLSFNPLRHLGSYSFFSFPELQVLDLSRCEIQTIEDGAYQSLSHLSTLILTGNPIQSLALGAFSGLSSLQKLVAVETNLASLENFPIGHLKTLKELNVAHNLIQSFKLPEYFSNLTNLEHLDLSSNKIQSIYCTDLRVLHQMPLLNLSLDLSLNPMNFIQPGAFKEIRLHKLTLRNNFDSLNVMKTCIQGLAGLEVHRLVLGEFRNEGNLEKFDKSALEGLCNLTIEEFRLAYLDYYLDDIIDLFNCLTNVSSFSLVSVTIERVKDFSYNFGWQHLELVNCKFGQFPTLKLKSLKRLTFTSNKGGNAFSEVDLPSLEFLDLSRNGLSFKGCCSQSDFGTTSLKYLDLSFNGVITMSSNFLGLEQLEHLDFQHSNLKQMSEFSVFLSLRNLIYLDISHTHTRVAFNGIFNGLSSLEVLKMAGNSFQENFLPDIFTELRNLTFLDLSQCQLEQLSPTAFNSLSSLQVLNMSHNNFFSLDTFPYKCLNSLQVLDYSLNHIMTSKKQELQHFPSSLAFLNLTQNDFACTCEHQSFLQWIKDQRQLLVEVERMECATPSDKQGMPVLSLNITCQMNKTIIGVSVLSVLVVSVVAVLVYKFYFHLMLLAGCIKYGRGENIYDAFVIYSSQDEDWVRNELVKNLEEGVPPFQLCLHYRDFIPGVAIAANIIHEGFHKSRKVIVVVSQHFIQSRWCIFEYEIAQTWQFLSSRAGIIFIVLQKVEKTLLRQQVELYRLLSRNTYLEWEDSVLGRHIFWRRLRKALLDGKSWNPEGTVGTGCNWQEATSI
Target sequence (Q99836 whole entry, looked up): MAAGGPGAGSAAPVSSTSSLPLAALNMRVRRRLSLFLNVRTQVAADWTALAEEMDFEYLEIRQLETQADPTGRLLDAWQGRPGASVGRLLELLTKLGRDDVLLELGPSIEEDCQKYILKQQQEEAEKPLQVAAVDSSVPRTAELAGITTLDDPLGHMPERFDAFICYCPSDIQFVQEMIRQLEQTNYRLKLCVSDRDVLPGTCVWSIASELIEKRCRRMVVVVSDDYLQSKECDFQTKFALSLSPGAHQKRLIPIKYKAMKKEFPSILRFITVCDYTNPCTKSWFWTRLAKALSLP
FLuc act counter = FLuc activators, initial screening, artefact control for FLuc-dependent activation tests, biochemical, ATPlite luminescence. Luciferin 4-monooxygenase (Photinus pyralis), P08659. ATPlite luciferase biochemical, 10 min; 0 = ATP-free wells, 1 = DMSO control. activation factor at 10 µM. 200,000 tested, under 10 active;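 active = luciferase activation factor, scaled between plate controls, of at least 2 with compound at 10 µM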
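assay system = Luciferase/luciferin detection reagent, cell-free biochemical luciferase assay | also added = ATP substrate | times = 10 min post-reagent at room temperature | measured by = luminescence from luciferase reaction | measure = luciferase activation, seen as luminescence increase over controls | benchmarks = low control with PBS replacing ATP, high control enzyme plus ATP without compound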
* = called active by the depositor; . = no result given.

canonical_smiles,G6PDH CS,Diaph act CS,APP 5'UTR act,Diaphorase inh,FLuc inhib CS,APP 5UTR inh,STAT1 activator,NF-kB expr up,TLR4-MyD88 BLA,FLuc act counter
O=C(CC1=NC2(CCCC2)Cc2ccccc21)N1CCOCC1,2,1,7,0,-5,-7,100,0.95,3,1.1
CCOc1ccc(-n2cc(-c3ccccc3)c3c(SC(C)C(=O)OC)ncnc32)cc1 (centres undefined),-31,0.9,2,13,-4,-2,92,1.2,-13,1
CC(C)(C)NC(=O)CCc1nnc(Cc2c[nH]c3ccccc23)o1,-5,1.1,10,-7,1,-10,103,1.1,12,1
CC(C)(C)n1nnnc1C(c1ccc(F)cc1)N1CCC(C(N)=O)CC1 (centres undefined),9,1,1,-1,-4,-1,100,1.2,15,1
NC(=O)c1cc2ccccc2o/c1=N\NC(=O)c1ccncc1,12,1.1,17,-10,1,-17,111,0.95,-9,1
COc1cccc(C(=O)Nc2ccc(-c3nc4ccccc4o3)c(O)c2)c1,-55,0.9,0,14,-8,0,108,1.2,-5,1.1
O=C(COC(=O)CC1CC2CCC1C2)Nc1c(F)cccc1F (centres undefined),8,1,-6,4,1,6,104,1.1,-3,1
O=[N+]([O-])c1ccc2sc(SCc3nc4ccccn4c3Br)nc2c1,-28,0.9,19,10,-1,-19,96,0.95,-4,1
COc1ccc2c([N+](=O)[O-])c(Cl)[nH]c2c1,24,0.6,-5,45,-1,5,105,1.1,-4,1
CC1(C)C(=O)Nc2ccccc2N1C(=O)COC(=O)C1CCCCC1,6,0.9,-17,8,-9,17,100,1.2,-3,1.1
CCOC(=O)CSc1[nH]c2cc(OC)ccc2c1[N+](=O)[O-],21,1,3,2,4,-3,85,1.3,8,1
CSc1ccccc1NC(=O)CSCc1ccccc1Br,1,0.9,7,9,-8,-6,100,1.2,-8,1.1
Nc1c(C(=O)NCc2ccco2)nnn1-c1ccccc1,3,0.9,27,9,5,-27,123,1.7,-1,1
O=C(NN=C1CCCCCCCCCCC1)c1ccncc1,11,1.2,6,-17,-2,-6,107,0.91,1,1
COCCNC(=O)COc1ccccc1Cl,4,0.8,12,22,-5,-12,105,1.5,-3,1.1
CCOc1ccc(CSC(CC(=O)O)C(=O)O)cc1 (centres undefined),10,0.8,19,15,1,-19,99,1.2,-13,1
COc1ccc(Cl)cc1Nc1nc(-c2sc(NC(=O)CC(C)C)nc2C)cs1,-4,0.8,7,23,-11,-8,104,0.92,-11,1.1
CCC/C=N/NC(=O)C1COc2ccccc2O1 (centres undefined),1,0.9,0,7,-4,0,85,1.2,5,1
COC(=O)c1nn(Cc2ccccc2)c(=O)c2ccccc12,1,1,9,0,-2,-9,100,0.92,4,1
CCCN(c1nc(C)cc(OC)n1)S(=O)(=O)c1ccccc1,0,0.8,-11,15,-7,11,88,0.99,-9,1.1
COc1ccc(-c2noc(CCC(=O)NCCN(C)Cc3ccccc3)n2)cc1,0,1,-12,5,-6,12,96,1.3,-5,1.1
Cc1ccc(NP(=O)(Nc2ccc(C)cc2)Nc2ccc(C)cc2)cc1,10,0.9,-14,12,-1,14,97,1.1,-5,1
CC(=O)N1CCN(C(=S)Nc2cc(S(=O)(=O)N3CCOCC3)ccc2Cl)CC1,3,1,10,2,-6,-10,89,0.97,-10,1.1
COc1cc2nc(CN(C)Cc3ccc(OC)c(OC)c3OC)[nH]c(=O)c2cc1OC,4,0.9,22,9,12,-22,103,0.77,-2,0.9
COc1cc(OC)nc(Oc2ccc(NC(C)=O)cc2)n1,3,1,-13,0,-7,13,93,1.4,8,1.1
COc1cccc(Cn2cc(C(=O)NCCN(C)C)nn2)c1,21,.,14,.,-1,-14,103,1.4,13,1
O=C(CSc1ccccc1)Nc1cc(Cl)ccc1Oc1ccccc1,0,0.9,21,13,-3,-21,94,1.1,0,1
CC(=O)Nc1ccc(SCC(=O)OCC(=O)NC(=O)NCCC(C)C)cc1,2,1,0,-1,-6,0,96,0.82,-6,1.1
COc1ccc2c(c1)-c1nc(N)sc1CC2,43,0.4,-12,60*,-2,12,103,1.2,-18,1
CCn1c(CSc2nnc(-c3ccc4c(c3)OCO4)o2)nc2cc(S(=O)(=O)N(C)C)ccc21,6,0.8,14,16,-1,-14,92,0.67,-7,1
CCn1c(C(=O)N2CCC(C(=O)NCc3ccc4c(c3)OCO4)CC2)cc2sccc21,-28,0.8,28,21,-9,-28,102,0.88,1,1.1
Cc1nc(Nc2ccc3c(c2)OCCO3)c2oc3ccccc3c2n1,5,0.8,15,16,-4,-15,110,0.47,-11,1
COc1ccc(C(=O)Cn2c(C(=O)/C=C/c3ccccc3)nc3ccccc32)cc1,-4,1,4,0,0,-4,94,1.1,-6,1
CCOc1c(Br)cc(CNc2ncn[nH]2)cc1OC,-10,0.9,5,7,-13,-5,99,0.97,3,1.1
CC1CCC2C(=O)N(c3ccc(C(=O)Oc4cccc5cccnc45)cc3)C(=O)C2C1 (centres undefined),-1,0.8,2,20,-7,-2,106,0.89,4,1.1
Cc1ccc(NC(=O)NCc2ccccn2)cc1,21,1,14,4,2,-14,114,1.4,-11,1
Cn1c(SCC(=O)Nc2sccc2C#N)nnc1-c1ccccc1,2,0.8,1,16,-9,-1,100,1.1,12,1.1
C=CCn1c(SC)nc2sc3c(c2c1=O)CCc1ccccc1-3,1,0.8,13,16,-1,-13,108,1.9,-6,1
c1coc(CNc2nc3sc4c(c3c3ncnn23)CCCC4)c1,0,0.7,-5,25,-4,5,107,1.6,8,1
CN1CCN(C(=S)NC(=O)c2ccc(Cl)cc2)CC1,10,0.7,2,30,-6,-2,103,1.4,1,1.1
COc1ccc(S(=O)(=O)N2CCC(C(=O)c3ccc4c(c3)OCCO4)CC2)cc1,0,0.8,2,25,-8,-2,115,0.78,6,1.1
Cn1nc(C(=O)NCCN2CCOCC2)c2ccccc2c1=O,-1,1,6,-1,-3,-6,98,1.2,-13,1
CC(=O)Nc1ccc(C(=O)NC2CCCC2)cc1,-2,0.9,-5,11,-6,5,103,1.2,-10,1.1
COc1ccc(C2C(C(=O)c3ccco3)=C(O)C(=O)N2CCc2ccccc2)cc1OC (centres undefined),3,0.7,10,27,-2,-10,100,1.2,-4,1
COc1ccc(N2CCN(C(CNC(=O)C3CCCCC3)c3cccnc3)CC2)cc1 (centres undefined),4,0.9,-8,5,-7,8,105,0.95,5,1.1
C#CCNC(=O)C1=C[C@H](c2cn(C(C)=O)c3ccccc23)[C@@H](CCCO)[C@H](OCC)O1,13,0.8,7,20,-5,-7,92,1.1,4,1
CSc1nc2ccccc2c(=O)n1C1CCOC(C)(C)C1 (centres undefined),9,1,4,-2,-1,-4,99,1.1,-4,1
CC(=O)Nc1ccc(Oc2cc(C#N)c(C#N)cc2N2CCOCC2)cc1,8,1,0,-1,-2,0,101,1.4,-2,1
CN1C(=O)CSc2ccc(C(=O)O)cc21,2,1,-2,3,-3,2,100,1.3,-6,1
CCN(C(=O)COC(=O)c1cc(S(=O)(=O)N2CCc3ccccc32)ccc1OC)C1CCS(=O)(=O)C1 (centres undefined),-2,0.9,7,10,-7,-7,99,0.94,2,1.1
CCCCCCC(=O)N=Nc1c(O)[nH]c2ccc([N+](=O)[O-])cc12,7,1,18,3,-7,-18,93,1.2,-10,1.1
COc1cccc(OCCCCCCN2CCOCC2)c1,1,0.8,-50,17,-2,50*,94,0.96,3,1
CCCS(=O)(=O)N1CCC(C(=O)NCCCOC)CC1,4,0.9,.,11,-6,.,100,1.3,-7,1.1
CCc1ccc(OCC(=O)N/N=C/c2cc([N+](=O)[O-])ccc2N2CCCCCC2)cc1,-12,0.8,-18,18,-6,18,102,0.85,-11,1.1

An excerpt of these results, with two lines to a compound:
Below each SMILES – G6PDH CS, Diaph act CS, APP 5'UTR act, Diaphorase inh, FLuc inhib CS, APP 5UTR inh, STAT1 activator, NF-kB expr up, TLR4-MyD88 BLA, FLuc act counter
- CC1CCC2C(=O)N(c3ccc(C(=O)Oc4cccc5cccnc45)cc3)C(=O)C2C1 (centres undefined)
 : -1, 0.8, 2, 20, -7, -2, 106, 0.89, 4, 1.1
- Cc1ccc(NC(=O)NCc2ccccn2)cc1
 : 21, 1, 14, 4, 2, -14, 114, 1.4, -11, 1
- Cn1c(SCC(=O)Nc2sccc2C#N)nnc1-c1ccccc1
 : 2, 0.8, 1, 16, -9, -1, 100, 1.1, 12, 1.1
- C=CCn1c(SC)nc2sc3c(c2c1=O)CCc1ccccc1-3
 : 1, 0.8, 13, 16, -1, -13, 108, 1.9, -6, 1
- c1coc(CNc2nc3sc4c(c3c3ncnn23)CCCC4)c1
 : 0, 0.7, -5, 25, -4, 5, 107, 1.6, 8, 1
- CN1CCN(C(=S)NC(=O)c2ccc(Cl)cc2)CC1
 : 10, 0.7, 2, 30, -6, -2, 103, 1.4, 1, 1.1
- COc1ccc(S(=O)(=O)N2CCC(C(=O)c3ccc4c(c3)OCCO4)CC2)cc1
 : 0, 0.8, 2, 25, -8, -2, 115, 0.78, 6, 1.1
- Cn1nc(C(=O)NCCN2CCOCC2)c2ccccc2c1=O
 : -1, 1, 6, -1, -3, -6, 98, 1.2, -13, 1
- CC(=O)Nc1ccc(C(=O)NC2CCCC2)cc1
 : -2, 0.9, -5, 11, -6, 5, 103, 1.2, -10, 1.1
- COc1ccc(C2C(C(=O)c3ccco3)=C(O)C(=O)N2CCc2ccccc2)cc1OC (centres undefined)
 : 3, 0.7, 10, 27, -2, -10, 100, 1.2, -4, 1
- COc1ccc(N2CCN(C(CNC(=O)C3CCCCC3)c3cccnc3)CC2)cc1 (centres undefined)
 : 4, 0.9, -8, 5, -7, 8, 105, 0.95, 5, 1.1
- C#CCNC(=O)C1=C[C@H](c2cn(C(C)=O)c3ccccc23)[C@@H](CCCO)[C@H](OCC)O1
 : 13, 0.8, 7, 20, -5, -7, 92, 1.1, 4, 1
- CSc1nc2ccccc2c(=O)n1C1CCOC(C)(C)C1 (centres undefined)
 : 9, 1, 4, -2, -1, -4, 99, 1.1, -4, 1
